# Rv3671c inh = Rv3671c serine protease inhibitors, primary screen, biochemical, fluorescence polarization, M. tuberculosis H37Rv. inhibition, % at 5.96 µM. P9WHR9. 320,000 tested, 0.048% active; in the data active = inhibition above about 38%;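 note: extracellular domain of Rv3671c used as enzyme; 0% = enzyme with DMSO and 100% = no enzyme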
# PriA SSB inh = inhibitors of Klebsiella pneumoniae PriA binding to SSB C-terminal tail, primary screen, biochemical, AlphaScreen; AlphaScreen SSBct-PriA binding, biotinylated peptide; inhibition, % at 33 µM; PriA–SSB C-terminal tail interaction (Klebsiella pneumoniae); 430,000 tested, 0.6% active; in the data active = inhibition mostly above about 37%, no sharp cut-off; inactive = mostly below about 20%;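 note: plate controls were negative control peptide for no effect and reference peptide for full effect; strong numbers were not always called active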
# 3CLpro inhibitor = SARS-CoV 3CLpro protease inhibitors, primary screen, biochemical, quenched FRET | Replicase polyprotein 1ab (Severe acute respiratory syndrome coronavirus), P0C6X7 | recombinant SARS-CoV 3CLpro, quenched FRET peptide cleavage | inhibition, % at 6 µM | 290,000 tested, 0.14% active | AID 1706, 2009; in the data active = inhibition above about 12%
# DUSP3 inh = VHR1 phosphatase inhibitors, primary screen, biochemical, absorbance, uHTS; Dual specificity protein phosphatase 3 (Homo sapiens), P51452; recombinant VHR phosphatase, pNPP absorbance; inhibition, % at 13.3 µM; 290,000 tested, 0.52% active; in the data active = inhibition above about 50%; note: some compounds called inactive have numbers as strong as hits
# Target sequence (P51452 whole entry, looked up): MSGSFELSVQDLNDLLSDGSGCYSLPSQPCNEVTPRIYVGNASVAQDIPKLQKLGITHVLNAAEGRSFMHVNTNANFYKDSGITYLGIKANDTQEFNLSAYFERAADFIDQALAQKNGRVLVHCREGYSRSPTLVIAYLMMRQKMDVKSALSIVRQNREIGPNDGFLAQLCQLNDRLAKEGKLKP
# BH1578 lux ind = inducers of Vibrio cholerae quorum light production without autoinducers, primary screen, BH1578 luxS cqsA deficient, single point; V. cholerae BH1578 lux reporter, luminescence, 6 h; activation, % at 18.7 µM; 350,000 tested, 0.16% active; AID 588436, 2011; in the data active = activation mostly above about 9.7%, no sharp cut-off; note: not every result past the cut was called active; inactives centre near 0; reference of the scale not given here
# Mtb UGM inh = M. tuberculosis UGM enzyme inhibitors, primary screen, biochemical, fluorescence polarization, single point; UDP-galactopyranose mutase (Mycobacterium tuberculosis (strain ATCC 25618 / H37Rv)), …; purified UGM, fluorescence polarization probe displacement; inhibition, % at 10 µM; 320,000 tested, 0.06% active; AID 504406, 2011; in the data active = inhibition above about 10%, passing the limit was not always enough
# Target sequence (P9WIQ1 whole entry, looked up): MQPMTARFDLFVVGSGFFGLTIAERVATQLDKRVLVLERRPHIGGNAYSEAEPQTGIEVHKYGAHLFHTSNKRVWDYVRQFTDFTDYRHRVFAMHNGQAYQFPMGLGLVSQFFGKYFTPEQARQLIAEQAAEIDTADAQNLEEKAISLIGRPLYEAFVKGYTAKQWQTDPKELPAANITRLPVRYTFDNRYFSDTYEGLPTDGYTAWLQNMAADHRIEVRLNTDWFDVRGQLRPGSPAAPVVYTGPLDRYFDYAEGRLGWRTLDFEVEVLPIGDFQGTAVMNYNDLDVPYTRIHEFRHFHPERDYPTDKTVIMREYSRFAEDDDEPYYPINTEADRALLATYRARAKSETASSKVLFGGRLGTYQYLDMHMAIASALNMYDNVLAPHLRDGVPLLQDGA
# GDH-TPI counter = GDH-TPI coupling enzyme inhibitors, primary screen, artefact control for M. tuberculosis FBA inhibitor project, biochemical, absorbance, full deck; 360,000 tested, 1.2% active; inhibition, % at 4.8 µM; GDH-TPI coupled enzyme counterscreen, NADH absorbance; AID 588335, 2011; in the data active = inhibition above about 30%;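 note: 0% = DMSO wells and 100% = wells lacking the enzyme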
# MazF activator = activators of E. coli MazEF toxin-antitoxin RNase, primary screen, biochemical, fluorescence, uHTS; Endoribonuclease toxin MazF (Escherichia coli (strain K12)), P0AE70; FAM/BHQ RNA-DNA oligo cleavage fluorescence, 5 h; activation, % at 20 µM; 350,000 tested, 0.32% active; AID 504720, 2011; in the data active = activation above about 50%
# Target sequence (P0AE70 whole entry, looked up): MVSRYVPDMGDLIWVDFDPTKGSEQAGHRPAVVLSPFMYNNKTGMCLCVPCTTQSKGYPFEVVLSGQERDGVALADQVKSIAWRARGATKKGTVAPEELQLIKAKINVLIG
# BioA inh = M. tuberculosis BioA enzyme inhibitors, primary screen, biochemical, plate reader, single point, HTS; 360,000 tested, 0.096% active; 7,8-diaminopelargonic acid synthase BioA (Mycobacterium tuberculosis); purified M. tuberculosis BioA enzyme; inhibition, % at 9.99 µM; in the data active = inhibition above about 40%
# Mtb FBA inh = Mtb FBA enzyme inhibitors, primary screen, biochemical, fluorescence, strain H37Rv; Fructose-bisphosphate aldolase (Mycobacterium tuberculosis (strain ATCC 25618 / H37Rv)), …; purified M. tuberculosis FBA, fluorescence read-out; inhibition, % at 1 µM; 360,000 tested, 2.3% active; AID 588726, 2011; in the data active = inhibition above about 27%;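 note: 0% = vehicle and 100% = reference inhibitor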
# Target sequence (P9WQA3 whole entry, looked up): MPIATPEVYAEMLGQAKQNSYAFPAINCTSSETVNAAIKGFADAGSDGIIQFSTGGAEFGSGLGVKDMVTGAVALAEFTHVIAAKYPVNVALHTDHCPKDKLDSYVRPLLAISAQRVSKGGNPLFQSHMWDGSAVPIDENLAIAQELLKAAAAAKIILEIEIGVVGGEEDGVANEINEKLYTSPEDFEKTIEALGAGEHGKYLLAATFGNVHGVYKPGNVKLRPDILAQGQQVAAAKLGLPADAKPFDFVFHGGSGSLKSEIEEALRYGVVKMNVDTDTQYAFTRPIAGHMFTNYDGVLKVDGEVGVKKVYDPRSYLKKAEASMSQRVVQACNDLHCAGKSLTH
# An asterisk follows results filed as active; i = inactive; · = no result given. Only part of the results is shown; count on the stated rates, not on these rows.
SMILES,Rv3671c inh,PriA SSB inh,3CLpro inhibitor,DUSP3 inh,BH1578 lux ind,Mtb UGM inh,GDH-TPI counter,MazF activator,BioA inh,Mtb FBA inh
O=c1cn[nH]c2ccccc12,13,-7,-5,9,-0.1,0.9,9,5,0.0,8
O=C(NCc1ccccn1)c1ccc(NS(=O)(=O)c2ccccc2)cc1,-5,4,1,31,i,2.2,6,3,-1.7,-1
O=C(O)CCc1ccc(S(=O)(=O)Nc2ccccc2N2CCCCC2)cc1,6,11,·,·,-0.4,-1.1,6,3,0.3,-1
Cc1cc(C)n2nc(SCC(=O)N3CCCCC3C)nc2n1 (configuration not stated),3,-6,·,·,i,1.0,0,-5,3.5,0
COc1cccc(/C=C2\CCc3ccccc3C2=O)c1,-10,-10,0,27,-0.6,2.3,9,4,-2.2,0
O=C(NC1CCCC1)c1ccc(S(=O)(=O)N2CCCC2)cc1,-7,-12,1,26,-1.6,-0.3,-2,-6,-1.2,0
CCOc1ccc(N(CC(=O)NCCSCc2ccco2)S(=O)(=O)c2ccc(C)cc2)cc1,8,-13,12*,-14,i,1.0,7,-1,-1.5,-1
O=C(CSC1CCCCC1)N1CCN(c2ccccc2)CC1,3,6,-1,4,-1.0,1.1,4,5,-0.4,1
CC(C)(C)c1ccc(C(=O)Nc2cccc([N+](=O)[O-])c2)cc1,-13,11,-5,-8,-2.7,2.1,-5,3,·,-1
O=C(c1nc2ccc(Cl)cn2c1CN1CCCC(CO)C1)N1CCc2ccccc2C1 (configuration not stated),7,-9,-2,19,i,0.5,-5,5,-0.1,0
CCn1c(SCc2ccc(C(=O)O)cc2)nnc1-c1ccc(Cl)cc1,-2,-21,5,11,-0.5,-1.7,-14,5,3.7,-1
C=CCn1c(SCC(N)=O)nc2sc3c(c2c1=O)CCC3,-5,0,1,6,0.4,1.0,1,1,-0.5,2
CCCN(CCC)S(=O)(=O)c1ccc(C(=O)Nc2cccnc2)cc1,-1,-1,4,-1,i,1.0,0,5,·,-4
Cc1cccc(-n2ncc3c(N4CCCC4)ncnc32)c1,-3,-4,-2,13,i,-0.8,4,-1,-1.0,-2
COc1cc(C2C(C#N)=C(N)OC3=C2C(=O)CC(C)(C)C3)cc2c1OCO2 (configuration not stated),-4,-9,·,·,-0.3,-1.4,1,-3,·,-1
COc1ccc(C(CC(=O)c2ccc3c(c2)OCO3)c2c(O)c3ccccc3oc2=O)cc1OC (configuration not stated),·,·,·,·,-0.5,·,21,1,-2.0,3
CC(C)C(=O)N1CCN(c2ccc(NC(=O)c3cccs3)cc2)CC1,-1,9,2,4,i,-1.4,11,2,-1.3,-4
C=CCn1c(O)c(N=NC(=O)CNC(=O)c2cccs2)c2ccccc21,4,7,-4,-10,-0.3,3.5,13,3,·,-1
CC(C)OC(=O)CSc1nnc(-c2ccccn2)n1N,6,-6,1,5,-0.6,2.4,-5,5,-1.5,1
Cc1sc2nc(SCC(=O)N3CCCCC3)[nH]c(=O)c2c1C,4,-8,2,13,0.3,-2.4,10,-6,-1.8,3
CCN(c1ccc(OC)cc1)S(=O)(=O)c1csc(C(N)=O)c1,-4,-12,-1,27,i,-1.6,2,-1,-0.8,5
C/C=C\C(=O)Nc1cccc(C2=NOC3(C2)C[C@H](C(N)=O)N(C(=O)[C@H]2CCC(=O)N2)C3)c1 (some centres not stated),-4,-14,·,-8,·,-0.3,·,-5,·,·
O=C(O)C1(c2ccccc2)CCN(S(=O)(=O)c2ccc(Br)cc2)CC1,2,-14,1,14,0.0,1.5,-6,4,0.0,1
O=C(Nc1cc(Cl)ccc1C(=O)O)c1ccc(CN2C(=O)c3ccccc3C2=O)cc1,-5,-3,8,·,i,2.4,1,-16,-0.7,0
O=C(CN1C(=O)NC(c2ccc(F)cc2)C1=O)Nc1ccc2c(c1)OCCO2 (configuration not stated),2,-7,·,·,1.6,-1.1,6,-1,-1.0,3
NS(=O)(=O)c1cccc(NC(=O)c2cccc(-c3ccc(O)cc3)c2)c1,-27,7,-2,12,0.0,-1.4,-8,6,-2.0,1
CCc1cccc(C)c1NC(=O)CN(C)Cc1ccc(Br)cc1,-6,0,4,30,-0.5,1.7,17,4,·,-1
COc1cc(/C=C(\C#N)c2ccccn2)ccc1OCC(=O)Nc1cccc(C(F)(F)F)c1,-18,0,-2,7,i,0.2,8,3,·,3
COc1cc(C(=O)OC(C)C(=O)NC(=O)NC2CCCCC2)ccc1OC(F)F (configuration not stated),-6,-1,·,·,i,-0.8,-2,1,-0.2,1
O=C(O)COc1ccc(Oc2ccccc2)cc1,-7,-15,1,-4,-0.8,2.1,5,2,-0.5,-4
Cc1ccc(-c2nnc(SCC(=O)Nc3cccnc3Cl)n2N)cc1,0,-2,·,·,i,-2.3,0,4,0.4,-4
Cc1cc(=O)oc2cc(N3C(=O)CC(Cc4ccccc4)C3=O)ccc12 (configuration not stated),-1,-5,-4,17,i,-1.5,16,11,·,24
O=C(NC1CCCC1)C(c1ccc(Cl)cc1)N1CCOCC1 (configuration not stated),-4,2,1,28,-0.2,-1.2,2,12,-0.4,1
Cc1c(CCOC(=O)c2cc([N+](=O)[O-])cc([N+](=O)[O-])c2)sc[n+]1CCCCS(=O)(=O)[O-],-8,-11,0,22,-0.5,0.2,-2,9,·,0
Cc1nn(CCC(N)=S)c2nc(-c3cccs3)cc(C(F)(F)F)c12,0,-2,0,-26,-0.2,-1.9,14,-8,·,12
O=C(CCN1CCN(CCO)CC1)Nc1ccc(F)c(F)c1,6,-10,3,19,-0.5,-1.9,-2,0,1.9,3
O=C(COC(=O)c1ccco1)Nc1nnc(-c2ccccc2)o1,-2,-6,·,·,-7.1,1.0,9,-6,·,2
C/C(N)=C(/C#N)C(=O)COC(=O)CC1CCCC1,-4,-7,-6,39,-0.4,1.2,3,11,·,1
O=C(O)C(=O)/C(=C\c1ccc(Cl)cc1)c1ccc2ccccc2n1,-2,-31,7,-4,0.6,1.5,7,13,-0.3,19
COc1cccc(NC(=O)N2CCc3nc(Nc4cc(Cl)cc(Cl)c4)ncc3C2)c1,·,·,·,·,-0.3,·,-1,·,-1.0,-4
Cc1ccc(/C=C/C(=O)Nc2sc3c(c2C#N)CCCC3)o1,8,-17,0,21,-0.4,-0.7,16,-10,0.1,1
O=C1CCCCN1CCCC(=O)N1CCCC(Nc2ccc(F)cc2)C1 (configuration not stated),-14,-9,-2,43,12,-1.9,3,-32,-2.8,2
Cc1ccccc1/C=C1\CCCc2ccccc2C1=O,-2,-17,3,9,i,3.8,-2,0,-1.2,-2
CCOc1cc(NC(=S)NCc2ccccc2)c(OCC)cc1NC(=O)C(C)C,-9,5,0,-40,i,0.2,7,-23,-0.7,2
COc1ccc(Br)cc1C(=O)Nc1cc(C)cc(C)c1,0,-3,1,30,i,-0.9,3,-14,-0.8,2
CC(=O)c1nn(-c2cccc(C(F)(F)F)c2)c(=O)[nH]c1=O,7,-9,-3,-10,10,0.0,-1,-3,-3.1,3
CN1CCN(C(=O)c2ccccc2NC(=O)c2sc3ccccc3c2Cl)CC1,3,3,-2,13,0.7,0.7,0,2,0.1,-2
O=C1CC(N2CCC(c3nc4ccccc4o3)CC2)C(=O)N1 (configuration not stated),-2,5,4,15,-0.2,4.7,13,4,·,-1
O=C(CNCc1cccs1)Nc1ccc(OC(F)(F)F)cc1,-9,-3,-2,·,i,0.7,0,1,-1.6,0
Cc1ccc(C(=O)C2=C(O)C(=O)N(Cc3ccco3)C2c2cccc(Cl)c2)o1 (configuration not stated),-1,-2,2,-10,-0.2,0.9,7,-1,-1.6,-1
O=C(CCN1C(=O)C2C3C=CC(C3)C2C1=O)Nc1ccccc1 (configuration not stated),5,2,-2,22,-0.2,0.9,-1,5,·,0
O=C(NCc1nnc(SCC(=O)N2CCCC2)o1)c1ccc(F)cc1,-2,0,2,10,-0.7,3.5,-12,4,-0.4,-1
CCN(C(=O)COC(=O)c1ccc(Cl)cc1N)C1CCCCC1,-3,-14,3,26,0.6,-2.9,17,-2,·,31*
CCOC(=O)N1CCC(NC(=O)c2ccc3c(c2)ncn3C2CCCC2)CC1,-3,-2,-5,47,-2.8,2.3,7,7,-2.7,-1
O=Nc1ccc(NO)c2ccccc12,·,·,·,·,i,·,21,7,-0.1,0
Cc1cccc(C)c1NC(=O)C(c1ccccc1)N1CC(=O)Nc2ccccc21 (configuration not stated),-4,-2,-1,0,-0.3,1.3,3,-13,-0.3,8
Cc1nn(-c2ccccc2)c2sc(C(=O)OCc3nnc(-c4ccccc4)o3)cc12,5,4,0,27,22*,-0.9,-8,-4,-0.4,5
Cc1cccc(N2CC(C(=O)Nc3ccc4c(c3)OCO4)CC2=O)c1C (configuration not stated),2,-4,2,10,i,1.7,10,6,2.6,-3
Cc1nn(CC(=O)NCCC2=CCCCC2)c(C)c1S(=O)(=O)N(C)C,15,-8,·,·,i,-1.4,-5,4,1.5,0
CCS(=O)(=O)NCc1cn2ccsc2n1,-6,-24,-4,1,-1.1,-0.7,4,-2,·,0

# Carrying on:
SMILES,Rv3671c inh,PriA SSB inh,3CLpro inhibitor,DUSP3 inh,BH1578 lux ind,Mtb UGM inh,GDH-TPI counter,MazF activator,BioA inh,Mtb FBA inh
CC(=O)c1ccc(S(=O)(=O)N2CCN(CC(=O)Nc3ccnn3C3CCCC3)CC2)cc1,·,5,·,·,i,·,4,6,5.3,-1
C=C(C)Cn1c(SCC(=O)O)nnc1-c1ccccc1,2,-24,4,-28,i,2.2,-8,2,-2.0,-2
COc1cc(C2=NOC(C(=O)Nc3ccc(C)cc3)C2)cc(OC)c1OC (configuration not stated),-2,3,4,17,0.7,0.7,-9,-2,·,-1
OCC[C@@H]1C[C@@H](O)[C@H](O)[C@]2(CCCc3ccccc3O2)O1,-6,-22,-5,52*,i,0.5,-11,4,-0.5,2
Cc1ccc(OCCOC(=O)Nc2ccccc2)cc1,-15,-22,4,-4,-0.2,0.1,11,0,·,1

# Structural class, those above containing a COOH group.
SMILES,Rv3671c inh,PriA SSB inh,3CLpro inhibitor,DUSP3 inh,BH1578 lux ind,Mtb UGM inh,GDH-TPI counter,MazF activator,BioA inh,Mtb FBA inh
O=C(O)CCc1ccc(S(=O)(=O)Nc2ccccc2N2CCCCC2)cc1,6,11,·,·,-0.4,-1.1,6,3,0.3,-1
CCn1c(SCc2ccc(C(=O)O)cc2)nnc1-c1ccc(Cl)cc1,-2,-21,5,11,-0.5,-1.7,-14,5,3.7,-1
O=C(O)C1(c2ccccc2)CCN(S(=O)(=O)c2ccc(Br)cc2)CC1,2,-14,1,14,0.0,1.5,-6,4,0.0,1
O=C(Nc1cc(Cl)ccc1C(=O)O)c1ccc(CN2C(=O)c3ccccc3C2=O)cc1,-5,-3,8,·,i,2.4,1,-16,-0.7,0
O=C(O)COc1ccc(Oc2ccccc2)cc1,-7,-15,1,-4,-0.8,2.1,5,2,-0.5,-4
O=C(O)C(=O)/C(=C\c1ccc(Cl)cc1)c1ccc2ccccc2n1,-2,-31,7,-4,0.6,1.5,7,13,-0.3,19
C=C(C)Cn1c(SCC(=O)O)nnc1-c1ccccc1,2,-24,4,-28,i,2.2,-8,2,-2.0,-2
